TNF necrop inh = inhibitors of TNF-alpha triggered necroptosis, primary screen, cell-based, Jurkat FADD-/-, single concentration; Jurkat FADD-/- TNF necroptosis rescue, ATP luminescence, 24 h; 0 = TNF only, 100 = no-TNF cells; activation (protection from cell death), % at 10 µM; 220,000 compounds, 0.068% hits; AID 463075, 2010;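 active means activation, meaning protection from cell death, of at least 50% relative to plate controls; inactive means activation below 50%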;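 further: necroptosis triggered by 40 ng/mL TNF-alpha added together with compound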
Runt-CBFb FRET = inhibitors of RUNX1 Runt–CBFb binding, primary screen, biochemical, FRET, Cerulean-Runt, Venus-CBFb, uHTS; Runt-related transcription factor 1 (Homo sapiens) + Core-binding factor subunit beta …; 220,000 compounds, 0.46% hits; inhibition, % at 20 µM; Cerulean-Runt/Venus-CBFb FRET ratio 530/480, 1 h; AID 1496, 2009;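 active means inhibition over about 50% at 20 µM in the single-dose screen, limit read from the data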;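 further: 0% = DMSO wells and 100% = excess unlabeled CBFb competitor control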
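Assay system: Cerulean-Runt domain / Medium: Tris 50 mM pH 7.5, KCl, K2SO4, 0.01% BSA / Timing: protein complex preformed 1 h, compound exposure 1 h, room temperature, dark / Measured by: FRET, excitation 422 nm, emission at 530 and 480 nm / Evaluation: loss of energy transfer signal / Control set: 5 µM unlabeled CBFb as full-inhibition high control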
PGE2 EP2 inh = human EP2 receptor antagonists, primary screen, TR-FRET cAMP, C6 glioma cells. Prostaglandin E2 receptor EP2 subtype (Homo sapiens), P43116. 260,000 compounds, 0.52% hits. C6 glioma cells expressing human EP2; cells stimulated with saturating PGE2. inhibition, % at 25 µM. AID 1422, 2008;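 active means percent inhibition above 40 after rounding to a whole number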;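 further: rat C6 glioma host cells with rolipram phosphodiesterase inhibitor present; the protocol text gives 20 µM as final concentration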
Runt-SMMHC FRET = inhibitors of RUNX1 Runt–CBFb-SMMHC binding, primary screen, biochemical, FRET, Cerulean-Runt, Venus-CBFb-SMMHC, uHTS | Runt-related transcription factor 1 (Homo sapiens) + Core-binding factor subunit beta … | 220,000 compounds, 0.74% hits | Cerulean-Runt/Venus-CBFb-SMMHC FRET ratio 530/480, 1 h | inhibition, % at 20 µM;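 active means mean inhibition across duplicate retests at 20 µM reaching about 50%, limit read from the data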;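 further: 0% = DMSO wells and 100% = wells with excess untagged CBFb-SMMHC; inhibitors lower the FRET ratio by blocking Runt binding to CBFb-SMMHC; some results filed as inactive read as strong as hits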
RBBP9 inhibitor = human RBBP9 inhibitors, primary screen, biochemical, fluorescence polarization, FP-Rh probe, HTS; AID 1515, 2009; Serine hydrolase RBBP9 (Homo sapiens), O75884; 220,000 compounds, 0.2% hits; recombinant RBBP9; inhibition, % at 7.94 µM;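 active means inhibition above the campaign mean of all tested compounds plus 3 SD, cut at about 14% in these data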;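 further: plate controls were DMSO wells with RBBP9 for no effect and wells lacking RBBP9 protein for full effect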
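System: RBBP9 protein / Buffer or medium: Tris/NaCl buffer pH 8.0 with 0.1% Pluronic / Probe or stimulus: Serine-hydrolase probe FP-Rh, 375 nM pre-mixing / Dosing: 7.94 µM single dose, 0.794% DMSO / Times: enzyme-compound preincubation 30 min, then probe labeling 45 min, 25 °C / Technique: fluorescence polarization (mP), excitation 525 nm, emission 598 nm / Replication: singlicate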
EP2 modulator = EP2 receptor modulators, cAMP readout, primary screen, cell-based, HTRF cAMP, PGE2 stimulation; Prostaglandin E2 receptor EP2 subtype (Homo sapiens), P43116; EP2-expressing cells, cAMP HTRF FRET, PGE2 co-stimulation; induction, % at 25 µM; 260,000 compounds, 0.83% hits; AID 940, 2007;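 active means compounds whose cAMP rise, as percent of the full-agonist control response, exceeds 60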;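 further: rat C6 glioma line stably carrying human EP2 under a CMV promoter; the protocol text gives 20 µM as final concentration; 100% = response of wells given 1 µM PGE2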
PERK inh = block of dimerizer-induced PERK translation repression, primary screen, PERK inhibitor project, CHO PERK-DD cells, SEAP luminescence, HTS; Eukaryotic translation initiation factor 2-alpha kinase 3 (Homo sapiens), Q9NZJ5; CHO PERK-DD fusion, SEAP luminescence translation reporter; 220,000 compounds, 0.17% hits; inhibition, % at 5.6 µM;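 active means inhibition above the mean inhibition of all tested compounds plus 3 SD, set separately per screening campaign, cut at about 2.9% in these data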;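 further: PERK kinase domain activated by AP20187 dimerizer at 100 nM; 0% = DMSO with dimerizer and 100% = rapamycin at 8.4 µM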
Target sequence (Q9NZJ5 whole entry, looked up, the tested form may be a part): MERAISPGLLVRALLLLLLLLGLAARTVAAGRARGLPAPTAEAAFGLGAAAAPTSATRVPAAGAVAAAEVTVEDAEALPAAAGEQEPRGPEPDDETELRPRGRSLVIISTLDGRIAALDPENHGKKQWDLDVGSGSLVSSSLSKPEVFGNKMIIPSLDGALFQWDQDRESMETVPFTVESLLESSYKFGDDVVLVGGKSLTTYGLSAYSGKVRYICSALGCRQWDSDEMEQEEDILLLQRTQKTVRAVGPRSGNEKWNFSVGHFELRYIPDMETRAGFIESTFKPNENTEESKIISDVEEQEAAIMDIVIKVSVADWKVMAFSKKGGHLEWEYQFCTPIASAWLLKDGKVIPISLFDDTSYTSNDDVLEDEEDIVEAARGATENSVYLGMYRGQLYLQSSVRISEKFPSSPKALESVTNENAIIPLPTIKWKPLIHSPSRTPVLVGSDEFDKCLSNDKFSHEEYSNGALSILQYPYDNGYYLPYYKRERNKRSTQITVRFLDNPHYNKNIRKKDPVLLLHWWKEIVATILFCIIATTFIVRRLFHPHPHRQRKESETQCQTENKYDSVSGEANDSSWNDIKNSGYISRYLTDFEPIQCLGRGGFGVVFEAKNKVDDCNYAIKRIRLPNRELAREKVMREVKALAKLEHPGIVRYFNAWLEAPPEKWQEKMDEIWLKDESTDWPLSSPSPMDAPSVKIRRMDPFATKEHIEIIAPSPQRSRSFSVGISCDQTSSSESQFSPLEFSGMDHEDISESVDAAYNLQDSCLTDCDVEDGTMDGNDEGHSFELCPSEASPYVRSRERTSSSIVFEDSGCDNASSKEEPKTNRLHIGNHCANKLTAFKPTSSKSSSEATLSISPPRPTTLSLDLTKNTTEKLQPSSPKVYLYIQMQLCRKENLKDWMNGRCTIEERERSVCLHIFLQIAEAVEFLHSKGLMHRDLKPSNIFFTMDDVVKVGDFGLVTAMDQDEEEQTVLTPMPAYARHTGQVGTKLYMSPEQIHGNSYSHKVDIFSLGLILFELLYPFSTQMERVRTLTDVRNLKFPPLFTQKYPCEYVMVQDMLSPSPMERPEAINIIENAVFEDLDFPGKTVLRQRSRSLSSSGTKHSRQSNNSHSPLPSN
L929 necroptosis = inhibitors of zVAD-triggered necroptosis, primary screen, L929 cells | L929 zVAD necroptosis rescue, ATP luminescence, 24 h; with zVAD 60 µM | viability rescue, % at 10 µM | 220,000 compounds, 0.38% hits | AID 1377, 2008;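 active means activation, scaled between plate controls, above about 75%, limit read from the data; inactive means activation under that limit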;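 further: 0% = zVAD with DMSO and 100% = DMSO alone without zVAD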
Hck Nef HTS = inhibitors of Nef-activated human Hck kinase, primary screen, biochemical, Z-Lyte FRET, 384-well, Hck-YEEI; Recombinant Hck-YEEI plus Nef, Z-Lyte FRET kinase assay; inhibition, % at 20 µM; Tyrosine-protein kinase HCK (Homo sapiens), P08631; 220,000 compounds, 0.68% hits;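 active means Hck-Nef kinase inhibition above about 50%, limit read from the data; inactive means inhibition below that limit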;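 further: 0% = DMSO with Hck plus Nef and 100% = Hck alone without Nef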
An asterisk follows results filed as active; · = not tested or not shown; & = joins results of further samples. Some of the compounds tested, so the mix of outcomes need not match the whole.

SMILES | TNF necrop inh | Runt-CBFb FRET | PGE2 EP2 inh | Runt-SMMHC FRET | RBBP9 inhibitor | EP2 modulator | PERK inh | L929 necroptosis | Hck Nef HTS
CN(C)C(=O)C12CCC(C)(c3nc4ccccc4nc31)C2(C)C (stereo not drawn) | -0.8 | 2 | 6 | 3 | -6 | 4 | 0.2 | -0.5 | 10
CCOC(=O)/C=C/C(=O)Nc1ccc(Oc2ccccc2)cc1 | -11 | -3 | 2 | 1 | -9 | -40 | 0.2 | 1.6 | 20
CCOc1ccc(C(=O)Nc2cccc(SC)c2)cc1 | 0.7 | -3 | 10 | 0 | -5 | -41 | 0.4 | 2.2 | 4
NS(=O)(=O)c1ccc(CCNC(=O)CSc2ccc(Cl)cc2)cc1 | -1.0 | 0 | 5 | -1 | -1 | 9 | 0.7 | 0.6 | 2
CC1CCCN(c2nc3nonc3nc2Nc2ccccc2F)C1 (stereo not drawn) | -0.4 | 0 | 6 | 0 | 2 | 27 | -1.2 | -1.5 | 7
Cc1ccc(C2=NNC(C(O)C(O)C(O)C(O)CO)S2)cc1 (stereo not drawn) | -1.0 | 2 | 12 | -4 | -8 | 1 | 0.9 | 0.9 | 5
Cc1cc(C)n(-c2ccc(C(=O)NCc3ccc4c(c3)OCO4)cc2)n1 | 0.8 | 0 | 7 | 6 | -9 | -25 | 0.8 | 1.0 | 0
O=C(COc1ccccc1Cl)NCCC1=CCCCC1 | 2.9 | -3 | 8 | -2 | -1 | 21 | 0.0 | 0.7 | -1
Cc1cc(C=C2C(=O)c3ccccc3C2=O)c(C)n1-c1cccc(C(=O)O)c1 | -0.3 | -34 | 9 | -114 | 0 | -33 | 0.4 | 3.1 | 74*
O=S(=O)(c1c(Cl)sc(Cl)c1Br)N1CCCC1 | -3.2 | 1 | 16 | -3 | -6 | 6 | 1.0 | -0.6 | 8
COc1ccc(C(=O)Cn2c(=O)c(CCC(=O)O)nn3c4ccccc4nc23)cc1OC | -0.2 | -2 | 11 | 10 | -4 | 20 | 1.3 | 1.2 | 1
CCN(CC)c1ccc2cc(C=O)c(=O)oc2c1 | -2.1 | 17 | 8 | 60* | -4 | 0 | 0.0 | 0.0 | 6
Nc1c(C(=O)Nc2ccccc2)c2nc3ccccc3nc2n1-c1ccc(O)cc1 | -7.2 | -1 | 11 | 9 | -16 | -12 | -2.1 | 0.8 | 39
NNC(=O)c1ccc(COCC(F)(F)C(F)F)cc1 | 6.0 | 0 | 2 | -2 | -8 | 7 | 0.4 | 1.3 | 5
COc1ccc([C@H]2C(C#N)=C([S-])N[C@](C)(O)[C@@H]2[n+]2ccccc2)cc1 | 0.3 | 10 | 11 | -3 | -1 | 51 | 0.1 | -0.3 | 15
CCN(CC(=O)NC(C)(C)C)C(=O)c1ccc(Br)cc1 | -0.6 | 0 | 8 | -3 | -6 | 23 | 1.5 | -0.2 | 21
CC(C)OCCCNC(=O)Cc1ccc(F)cc1 | 0.5 | 1 | 2 | -5 | -3 | 22 | 0.5 | 1.1 | 19
CCOC(=O)c1c[nH]c2nc(C)ccc2c1=O | 1.1 | 7 | 1 | 30 | 2 | 20 | 1.6 | 0.6 | 10
CC12CN3CCN(CC(C3)/C1=N/NC(=O)Nc1ccccc1)C2 | 1.0 | -1 | 5 | 2 | -3 | 8 | -0.1 | 0.0 | -2
COc1cc(S(=O)(=O)NCC2COCCO2)ccc1-n1cnnn1 (stereo not drawn) | -0.3 | 1 | 12 | 0 | -3 | -14 | 0.9 | 0.1 | 3
Cc1ccc([N+](=O)[O-])cc1S(=O)(=O)NCCc1c(C)[nH]c2ccccc12 | 4.0 | 0 | 9 | 5 | -5 | -51 | -0.6 | · | 3
Cc1ccc(Cl)c(NC(=O)CCl)c1Cl | 3.3 | 1 | 15 | 1 | -13 | 5 | 0.7 | -0.3 | -29
Cc1cccc(S(=O)(=O)NNC(=O)c2sc(C)nc2C)c1 | 0.4 | 3 | 6 | 3 | -10 | 7 | -0.8 | 0.3 | 3
COc1cc2c(C)nc3c(c(C)nn3-c3ccccc3)c2cc1OC | 1.9 | 0 | 1 | -4 | -6 | -9 | 0.1 | 5.7 | 20
CCc1cccc(NC(=O)Nc2ccc3c(c2)OCO3)c1 | 2.8 | 6 | 5 | 1 | -2 | -15 | 0.7 | 4.0 | 0
CCCS(=O)(=O)N1CCC(C(=O)NCC2CCCO2)CC1 (stereo not drawn) | 0.3 | 0 | -2 | -1 | -6 | 17 | 1.8 | 0.8 | 3
CCOC(=O)c1c(NC(=O)COC(=O)C2CC2C)sc(C)c1C (stereo not drawn) | -0.9 | -6 | 4 | -2 | -2 | 44 | 1.0 | 0.3 | -7
COc1cccc2cc(C(=O)NC3CC(C)(C)NC(C)(C)C3)c(=O)oc12 | -0.8 | · | 15 | · | -3 | · | 0.6 | -0.2 | 1
COc1ccc(CCNC(=O)CCC2COc3ccccc3O2)cc1OC (stereo not drawn) | -1.1 | 0 | 7 | 1 | -5 | -13 | 0.1 | -0.3 | 0
Cc1cc(S(=O)(=O)NCCCN2CCOCC2)ccc1F | 1.5 | 0 | 7 | 5 | -6 | -9 | 0.9 | 1.3 | 2
COCc1nnc(NC(=O)c2ccco2)s1 | 1.2 | -1 | 10 | 0 | 0 | 16 | 0.6 | 0.4 | 14
O=C(CSc1cccc[n+]1[O-])Nc1ccc([N+](=O)[O-])cc1Cl | 0.3 | 0 | 7 | -2 | 1 | -10 | -0.1 | 1.5 | 29
CC(C)(C)c1[nH]c2ccccc2c1/C=N/O | -1.0 | 2 | 13 | -2 | -8 | 8 | 0.0 | -0.1 | 4
COc1ccc(-c2[nH]ncc2-c2cscn2)c(O)c1 | -2.8 | 0 | 1 | 2 | 8 | -40 | 1.5 | 1.2 | 39
CC(=O)c1ccc(Sc2ccccc2)cc1 | -1.6 | 1 | 1 | -1 | -7 | -10 | 1.1 | -0.1 | 0
COc1ccc(C(=O)/C=C/c2ccc(C)cc2)c(OC(=O)c2ccc([N+](=O)[O-])cc2)c1 | -9.6 | 1 | 15 | -4 | -3 | 17 | 2.3 | -0.2 | 1
Clc1ccc(-c2nc3ccccn3c2CN2CCOCC2)cc1 | -4.5 | -1 | 4 | -7 | -9 | 22 | -0.7 | -0.3 | 1
COc1ccccc1C(=O)CSc1cccc[n+]1[O-] | -0.7 | 1 | 11 | -4 | -3 | -2 | 1.4 | 2.1 | 16
COC(=O)c1c(NS(=O)(=O)c2ccc3ccccc3c2)sc2c1CCCC2 | 1.3 | 5 | 2 | -3 | -4 | 17 | 0.6 | -0.4 | 3
CCC1(CC)NC(=O)N(CC(=O)OCC(=O)Nc2ccc(C(F)(F)F)cc2)C1=O | -0.3 | -2 | · | -2 | -3 | 3 | 1.1 | 0.2 | 8
CNC(=O)C(=O)Nc1c(C)cc(C)cc1C | 0.4 | -2 | 1 | -3 | -4 | 4 | 1.0 | 1.8 | 3
Cc1ccc(C2C(C#N)=C(N)Oc3n[nH]c(-c4ccccc4)c32)o1 (stereo not drawn) | -8.2 | -4 | 18 | -3 | -2 | -7 | 0.3 | -0.8 | 3
COc1ccc(-n2nnnc2SC(C)C(N)=O)cc1 (stereo not drawn) | -0.3 | -1 | 12 | -1 | -2 | 16 | 1.6 | 0.5 | 7
CC(C)CNC(=O)C1CCCN(C(=O)NCc2ccccc2)C1 (stereo not drawn) | 0.6 | 0 | 7 | -3 | 0 | -14 | 1.1 | 0.9 | 17
O=C(Nc1nccs1)c1ccc(COc2ccc(F)cc2)o1 | -1.0 | -1 | 12 | 0 | 5 | -13 | -1.0 | 0.4 | -1
Cc1ccc(NC(=O)CSc2nc(=O)cc(N)n2CCc2ccccc2)cc1 | 0.9 | -1 | 7 | 0 | -4 | 4 | 0.6 | 3.1 | 0
O=C(CS(=O)(=O)c1cccc(Cl)c1)Nc1ccccc1Cl | 7.5 | 2 | 3 | 1 | -6 | 13 | 1.2 | 0.5 | 2
CS(=O)(=O)c1ccc2nc(NC(=O)CS(=O)(=O)Cc3ccccc3)sc2c1 | 1.9 | -2 | 11&7 | -4 | -10 | -9&26 | 0.8 | 4.2 | 23
Cc1ccc(SCCC(=O)N/N=C/c2ccccc2O)cc1 | -1.7 | 4 | 4 | 0 | -8 | -3 | 0.9 | 8.5 | 1
Cc1ccc(SCc2cc(=O)[nH]c(Nc3nc(C)c4cccc(C)c4n3)n2)cc1 | -14 | -7 | 5 | -6 | -2 | 5 | -0.2 | 0.8 | 4
Continued:
SMILES | TNF necrop inh | Runt-CBFb FRET | PGE2 EP2 inh | Runt-SMMHC FRET | RBBP9 inhibitor | EP2 modulator | PERK inh | L929 necroptosis | Hck Nef HTS
CC12CCC(C(=O)NCc3ccccn3)(OC1=O)C2(C)C (stereo not drawn) | -1.0 | 2 | 11 | -2 | -7 | 8 | 0.7 | 0.3 | 1
CC(C)(C)c1ccc(S(=O)(=O)N2CCC(c3nc4ccc(Cl)cc4[nH]3)CC2)cc1 | 7.6 | 0 | 3 | 5 | -6 | 1 | 0.0 | 2.4 | 7
OCCCNC(=S)Nc1ccc2nc(-c3ccccn3)c(-c3ccccn3)nc2c1 | -2.1 | -2 | 11 | -17 | -3 | 11 | 1.0 | -0.2 | 0
O=C(Cn1c(=O)c2c(ncn2Cc2ccccc2)n(Cc2ccccc2)c1=O)N1CCc2ccccc21 | -1.5 | -1 | 8 | 0 | -7 | 20 | -1.9 | -0.2 | -27
C=CCn1c(O)c(C2=c3ccccc3=NC2=O)s/c1=N/c1nccs1 | -2.2 | -3 | · | -6 | 0 | 18 | 1.9 | -0.4 | 1
CCOc1ccc(C(=O)N2CCN(c3cccc(C)c3C)CC2)cc1 | -1.7 | -2 | 4 | 3 | -10 | -4 | 0.2 | -0.1 | -3
O=C1c2ccccc2C(=O)N1Cc1nc(-c2ccncc2)no1 | -2.4 | 0 | 1 | 0 | -15 | 16 | 0.5 | -1.0 | -8
